# PhoP GFP inhibition: Inhibition of PhoP regulon, Salmonella typhi GFP reporter cells, confirmation, 4 h (AID 1850); Salmonella Typhi PhoP-promoter GFP reporter, fluorescence, 4 h; higher % means a stronger effect; inhibition, % at 50 µM; hits with a dose series show IC50 in µM; 0.33% of 310,000 active; in the data active = a potency from the dose series; inconclusive = inhibition mostly from about 25% at the one dose, without a potency; inactive = the rest, 99 in 100 with inhibition below about 19%;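 note: 0% = induced wells with vehicle and 100% = uninduced wells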
# influenza NS1A: NS1A inhibition, H1N1 influenza, cell based functional assay (AID 504329). NS1A functional cell-based assay, percent inhibition; higher % means a stronger effect. inhibition, % at 12.5 µM, or IC50 in µM where a hit was titrated. 0.3% of 340,000 active; in the data active = a potency from the dose series; inconclusive = inhibition above about 27% without an active follow-up result; note: strong numbers were not always called active
# M. tuberculosis HTS: M. tuberculosis growth inhibition, HTS (AID 449762); M. tuberculosis H37Rv growth inhibition, 7H9 media; higher % means a stronger effect; inhibition, % at 25 µM, or IC50 in µM where a hit was titrated; 0.59% of 330,000 active; in the data active = a potency from the dose series; inconclusive = inhibition above about 70% without an active follow-up result;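 note: bacterial growth assessed after seven days of incubation; strong numbers were not always called active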
# VEEV TC-83 Vero: inhibitors of VEEV TC-83 cytopathic effect, confirmation, Vero cells (AID 588727). Vero cells, VEEV TC-83 cytopathic effect inhibition; higher % means a stronger effect. 0.13% of 350,000 active. one-dose inhibition, % at 20 µM; IC50 in µM for titrated hits; in the data active = a potency from the dose series; inconclusive = inhibition mostly from about 14% at the one dose, without a potency; inactive = the rest, 99 in 100 with inhibition below about 12%; note: strong numbers were not always called active
# M. tuberculosis: growth inhibition of non-replicating M. tuberculosis (AID 488890) | one-dose inhibition, % at 25 µM; IC50 in µM for titrated hits | 0.39% of 320,000 active | Mycobacterium tuberculosis non-replicating, growth inhibition; higher % means a stronger effect; in the data active = a potency from the dose series; inconclusive = inhibition mostly from about 82% at the one dose, without a potency; inactive = the rest, 99 in 100 with inhibition below about 76%;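 note: plate controls were DMSO cells for no effect and high antibiotic wells for full effect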
# VEEV TC-83 Vero 10K pilot screen: recorded beside VEEV TC-83 Vero, whose call it bears; inhibition, %; measured here: 10K pilot screen inhibition
# An asterisk follows results filed as active; i = inactive; ? = inconclusive; · = no result given.
SMILES,PhoP GFP inhibition,influenza NS1A,M. tuberculosis HTS,VEEV TC-83 Vero,M. tuberculosis,others
CN(C)CCC(=O)N1C/C(=C/c2ccccc2)C(=O)/C(=C\c2ccccc2)C1,·,13%,·,10%,·,
O=C(CN1CCN(c2ccccc2F)CC1)Nc1cccnc1Cl,-2%,6%,5%,5.3%,5%,
N/C(=N\OC(=O)c1cc(Br)ccc1Cl)c1ccccn1,-11%,-6%,60%,6.6%,44%,
COc1cccc(OC)c1C(=O)Nc1cc2c(cc1N1CCOCC1)n(C)c(=O)n2C,-11%,2%,5%,5.2%,8%,
O=C(OCC(=O)N1CCN(c2ccccc2)CC1)c1ccc(Cl)cc1[N+](=O)[O-],-5%,12%,?,1.4%,i,
Cc1cccc(-c2noc(CN(C)S(=O)(=O)c3cc(Cl)ccc3Cl)n2)c1,4%,4%,3%,i,30%,
Cc1ccccc1C(=O)N1N=C(c2cccc(NS(C)(=O)=O)c2)CC1c1cccs1 (stereo not drawn),-18%,1%,2%,2.2%,2%,
CCCCCN(C(=O)CCC(=O)OCC(=O)N1CCC(C)CC1)c1c(N)n(CCCC)c(=O)[nH]c1=O,7%,-5%,-8%,i,-17%,
COc1ccc(CNc2ncc(-c3ccc(F)cc3)n2C)cc1OC,1%,1%,0%,i,28%,
COCCCNC(=O)/C(C#N)=C/c1c(N2CCN(c3ccc(OC)cc3)CC2)nc2c(C)cccn2c1=O,-2%,6%,46%,9.2%,12%,
COc1ccc(NC(=S)Nc2ccc(C)c(S(=O)(=O)N3CCCCC3)c2)cc1,-12%,·,-12%,·,?,
CCC(CC)C(=O)c1c[nH]c(C(=O)N2CCN(c3ccccc3F)CC2)c1,12%,2%,9%,i,8%,
Cc1ccc2nc(C)/c(=N\O)c(C)nc2c1,1%,23%,-10%,1.1%,20%,VEEV TC-83 Vero 10K pilot screen=0.2
Cc1oc(-c2ccc(Cl)cc2)nc1CN1CCC(C(=O)NCCCN2CCOCC2)CC1,9%,23%,-1%,2.1%,6%,
CO/N=C(/CS(=O)c1ccc(Br)cc1)c1ccc(OC)cc1 (stereo not drawn),13%,-1%,4%,0.3%,13%,
O=C(CCS(=O)(=O)c1ccccc1)N1CCN(c2ccccc2F)CC1,-6%,-7%,-4%,1.3%,-7%,
Nc1ccc(O)c2ccccc12,8%,·,?,·,21%,
Cc1ccc2nc(-c3ccc(N4C(=O)CC(N5CCN(CCO)CC5)C4=O)cc3)sc2c1 (stereo not drawn),-1%,0%,0%,3.2%,59%,
CC(C)(C)C1CCC(OCC(O)CN2CCN(Cc3ccccc3)CC2)CC1 (stereo not drawn),-3%,10%,63%,i,?,
O=C(Nc1nnc(-c2ccncc2)o1)C1CCCCC1,2%,1%,2%,0.1%,6%,
CCCCOc1ccccc1/C=N/NC(=O)CC#N,12%,-11%,61%,1.1%,13%,
Cc1cc(Cl)ccc1NNC(=O)c1c(C)noc1C,-25%,-3%,?,1.5%,87%,
CCN(C(=O)C(C)Sc1nnc(-c2ccncc2)n1C)C1CCCCC1 (stereo not drawn),·,-12%,-6%,0.9%,4%,
COC(=O)COc1ccc(-c2nn(C)c(=O)c3ccccc23)cc1,3%,0%,1.8µM*,1.4%,4.2µM*,
COc1ccc(COC(=O)CCN=C2NS(=O)(=O)c3ccccc32)cc1F,1%,-13%,3%,1.2%,1%,

# Entries from the list above that contain an NH in an aromatic ring (2):
SMILES,PhoP GFP inhibition,influenza NS1A,M. tuberculosis HTS,VEEV TC-83 Vero,M. tuberculosis,others
CCCCCN(C(=O)CCC(=O)OCC(=O)N1CCC(C)CC1)c1c(N)n(CCCC)c(=O)[nH]c1=O,7%,-5%,-8%,i,-17%,
CCC(CC)C(=O)c1c[nH]c(C(=O)N2CCN(c3ccccc3F)CC2)c1,12%,2%,9%,i,8%,

# Back to the main list, repeating the 5 entries before the break.
SMILES,PhoP GFP inhibition,influenza NS1A,M. tuberculosis HTS,VEEV TC-83 Vero,M. tuberculosis,others
CCCCOc1ccccc1/C=N/NC(=O)CC#N,12%,-11%,61%,1.1%,13%,
Cc1cc(Cl)ccc1NNC(=O)c1c(C)noc1C,-25%,-3%,?,1.5%,87%,
CCN(C(=O)C(C)Sc1nnc(-c2ccncc2)n1C)C1CCCCC1 (stereo not drawn),·,-12%,-6%,0.9%,4%,
COC(=O)COc1ccc(-c2nn(C)c(=O)c3ccccc23)cc1,3%,0%,1.8µM*,1.4%,4.2µM*,
COc1ccc(COC(=O)CCN=C2NS(=O)(=O)c3ccccc32)cc1F,1%,-13%,3%,1.2%,1%,
COC(=O)Cc1cc(=O)n(-c2nc3ccccc3[nH]2)[nH]1,-5%,12µM*,2%,1.2%,-2%,
O=C(NNC(=O)c1cc(-c2ccncc2)nc2ccccc12)c1ccccc1O,-8%,-12%,-2%,10%,-9%,
COc1ccccc1N1CCN(CC(=O)c2c(C)n(C)c3ccccc23)CC1,-5%,8%,0%,7.4%,21%,
O=C(CSc1nccn1-c1ncc(C(F)(F)F)cc1Cl)c1ccc(Cl)cc1,-3%,-4%,1%,6.0%,14%,
Cc1noc(NS(=O)(=O)c2ccc(NC(=O)C34CC5CC(C3)CC(n3cnc(Cl)n3)(C5)C4)cc2)c1C,-2%,12%,1%,0.4%,2%,
O=C(NCCc1csc(-c2cccnc2)n1)c1c(F)cccc1F,-17%,9%,-1%,0.5%,-7%,
CCCc1cc(=O)n2[nH]c(Cc3ccccc3)nc2n1,6%,-6%,-4%,0.2%,8%,
COc1ccc(N(CC(=O)Nc2ccc3c(c2)OCCO3)S(=O)(=O)c2c(C)noc2C)cc1,4%,-2%,8%,1.1%,2%,
CN(C)c1nc(Cl)nc2c1nc(Cl)n2C1CCCCO1 (stereo not drawn),·,-22%,·,0.8%,·,
COc1ccc(O/C(=N\S(=O)(=O)c2ccccc2)c2ccccc2)cc1,2%,-16%,-6%,i,-18%,
CCOc1ccccc1NC(=O)c1ccc(F)c(S(=O)(=O)N2CCC3(CC2)OCCO3)c1,-1%,16%,-10%,5.2%,-7%,
CC(c1ccc(F)cc1)n1cc(C(=O)NCc2ccccn2)nn1 (stereo not drawn),-6%,3%,-2%,0.2%,26%,
C=C(NC(=O)C(=C)NC(=O)c1csc(C2=NC3c4csc(n4)C4NC(=O)c5csc(n5)C([C@@](C)(O)C(C)O)NC(=O)C5CSC(=N5)/C(=C\C)NC(=O)C(C(C)O)NC(=O)c5csc(n5)[C@]3(CC2)NC(=O)C(C)NC(=O)C(=C)NC(=O)C(C)NC(=O)C(C(C)CC)NC2C=Cc3c(C(C)O)cc(nc3C2O)C(=O)OC4C)n1)C(N)=O (stereo partly drawn),-17%,·,?,·,?,
Cc1ccc(-n2c(=O)c3c4c(sc3n3c(C)nnc23)COC(C(C)C)C4)cc1 (stereo not drawn),4%,8%,0%,7.4%,-4%,
COC(=O)C(Cc1ccccc1)NC(=O)C12CC3CC(CC(C3)C1)C2 (stereo not drawn),2%,-8%,0%,0.7%,59%,
Cn1c(=O)n(C)c2cc([N+](=O)[O-])c(N3CCN(C(=O)c4ccc(F)cc4)CC3)cc21,-12%,2%,-4%,1.5%,-4%,
CN(C(=O)c1cccc(NC(=O)Cc2ccc([N+](=O)[O-])cc2)c1)C1CCCC1,·,3%,1%,0.3%,36%,
O=C(NCCCN1CCOCC1)c1cc(S(=O)(=O)N2CCOCC2)c(Cl)cc1Cl,·,-2%,-14%,3.5%,-10%,
CCOc1cc(Br)ccc1S(=O)(=O)N1CCC(C(N)=O)CC1,-5%,3%,10%,1.6%,1%,
Cc1ccc(C)c(NC(=O)CCC(=O)N/N=C/c2cc([N+](=O)[O-])ccc2O)c1,61µM*,9%,39%,6.4%,21%,
Cc1cccc(C)c1N1CCN(C(=O)N2CCOCC2)CC1,-2%,7%,-2%,0.5%,2%,
COC(=O)[C@H](CCSC)NC(=O)NCCc1ccc(F)cc1,-5%,-40%,1%,i,-16%,VEEV TC-83 Vero 10K pilot screen=0.8
O=C(COc1ccc(/C=N/NC(=O)C(=O)N2CCCCC2)cc1)Nc1ccccc1Cl,-5%,0%,49%,1.6%,46%,
CC(C)C[C@@H](CO)N(Cc1ccccc1)S(=O)(=O)N(Cc1ccccc1)[C@H](CO)CC(C)C,·,-3%,17%,i,10%,
O=C(NNc1ccccc1)C(=O)NNS(=O)(=O)c1ccc([N+](=O)[O-])cc1,-4%,-14%,?,0.1%,36%,

# Part of the list above in order of length of the SMILES, smallest number first.
SMILES,PhoP GFP inhibition,influenza NS1A,M. tuberculosis HTS,VEEV TC-83 Vero,M. tuberculosis,others
O=C(NCCc1csc(-c2cccnc2)n1)c1c(F)cccc1F,-17%,9%,-1%,0.5%,-7%,
O=C(NNc1ccccc1)C(=O)NNS(=O)(=O)c1ccc([N+](=O)[O-])cc1,-4%,-14%,?,0.1%,36%,
Cn1c(=O)n(C)c2cc([N+](=O)[O-])c(N3CCN(C(=O)c4ccc(F)cc4)CC3)cc21,-12%,2%,-4%,1.5%,-4%,

# Next part:
SMILES,PhoP GFP inhibition,influenza NS1A,M. tuberculosis HTS,VEEV TC-83 Vero,M. tuberculosis,others
NC(=O)c1ccc(NC(=O)c2ccccc2S(=O)(=O)c2ccccc2[N+](=O)[O-])cc1,-3%,0%,11%,2.2%,4%,
CCn1nnnc1SCC(=O)c1ccc2c(c1)OCCO2,-3%,-26%,-3%,1.4%,2%,
COc1ccccc1C(=O)Nc1cccc(NC(=O)c2ccccc2OC)n1,-10%,-7%,13%,0.3%,-24%,
CC1CC(=O)Nc2ccccc2N1C(=O)CN1CCN(c2ccccc2)CC1 (stereo not drawn),-7%,-7%,-4%,0.2%,-4%,
CC(C)(CNC(=O)CCNC(=O)c1ccc(Br)cc1)N1CCOCC1,2%,-6%,-3%,0.2%,-13%,
COc1ccc(/C(N)=N/OC(=O)C2CCCCC2)cc1OC,-9%,1%,8%,6.0%,23%,
Cc1ccc(NC(=O)CN(C)S(=O)(=O)c2ccc(Br)s2)cc1F,14%,-11%,-6%,1.8%,40%,
CCOC(=O)Nc1ccc2c(COC(=O)CNS(=O)(=O)c3ccc(NC(C)=O)cc3)cc(=O)oc2c1,-8%,4%,9%,0.7%,19%,
CCN1C(=O)C2CCCCN2c2ccc(C(=O)NCCOC)cc21 (stereo not drawn),-3%,22%,-1%,0.1%,-11%,
Cc1cc(Br)ccc1SCC(=O)OCC(=O)NCc1ccc2c(c1)OCO2,-12%,-12%,9%,i,59%,
COc1cc(C(=O)COC(=O)c2cnc(C)cn2)ccc1OC(F)F,6%,-2%,-10%,3.1%,-3%,
COC(=O)c1ccc2c(=O)n(Cc3ccco3)c(SCC(=O)Nc3ccccc3Cl)nc2c1,4%,1%,-5%,2.5%,-12%,
CC[C@@]1(C(=O)OC)N[C@H](CN(C)C(=O)Nc2ccc(C(F)(F)F)cc2)[C@@H]2C(=O)N(C)C(=O)[C@@H]21,·,-6%,-4%,0.7%,-4%,
Cc1ccc(-c2nn(-c3ccccc3)cc2C=O)o1,5%,2%,40%,i,32%,

# Among those listed so far, these contain a furan ring, fused or not:
SMILES,PhoP GFP inhibition,influenza NS1A,M. tuberculosis HTS,VEEV TC-83 Vero,M. tuberculosis,others
COC(=O)c1ccc2c(=O)n(Cc3ccco3)c(SCC(=O)Nc3ccccc3Cl)nc2c1,4%,1%,-5%,2.5%,-12%,
Cc1ccc(-c2nn(-c3ccccc3)cc2C=O)o1,5%,2%,40%,i,32%,
